ROMK primary: modulators of human ROMK potassium channel; Tet-inducible ROMK, thallium flux fluorescence; actives lie on both sides; 130,000 compounds, 2% hits; B-score at 10 µM;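 active = signal ratio slope over the read window, or its plate-corrected B-score, at least 3 SD from the plate mean, either direction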;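 note: B-score of the F/F0 ratio slope over 7 to 12 s after thallium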
Target sequence (P48048 whole entry, looked up): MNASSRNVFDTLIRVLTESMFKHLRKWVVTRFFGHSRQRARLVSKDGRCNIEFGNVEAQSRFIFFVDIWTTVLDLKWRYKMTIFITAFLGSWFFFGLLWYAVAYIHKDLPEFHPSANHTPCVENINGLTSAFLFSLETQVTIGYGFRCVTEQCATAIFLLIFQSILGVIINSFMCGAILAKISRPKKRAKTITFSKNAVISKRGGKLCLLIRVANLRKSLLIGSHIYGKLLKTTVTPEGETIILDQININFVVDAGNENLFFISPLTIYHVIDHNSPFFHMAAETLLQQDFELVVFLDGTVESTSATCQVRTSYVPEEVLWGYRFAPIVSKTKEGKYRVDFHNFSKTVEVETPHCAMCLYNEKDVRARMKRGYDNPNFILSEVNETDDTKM
STAT1 inh: STAT1 signaling inhibition; NIH 3T3 STAT1-luciferase reporter, IFN-gamma, luminescence; inhibition, % at 5.5 µM; 200,000 compounds, 0.35% hits; AID 920;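 active = inhibition above a set limit, the mean inhibition across all tested compounds plus 3 SD, cut at about 34% in these data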;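 note: 0% = IFN-gamma with DMSO and 100% = IFN-gamma with 300 µM nifuroxazide; values of inactives mirror those of a sister screen read the other way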
APP 5'UTR act: activates APP 5'UTR luciferase reporter | SH-SY5Y APP 5'UTR luciferase reporter, luminescence; zero percent = DMSO vehicle wells | 190,000 compounds, 1% hits | AID 1276 | activation, % at 2 µM;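 active = activation above a set limit, based on mean plus 3 SD of controls, cut at about 140% in these data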; note: values of inactives mirror those of a sister screen read the other way
APP 5UTR inh: APP translation inhibition; SH-SY5Y APP 5'UTR-luciferase reporter, luminescence; inhibition, % at 2 µM; 190,000 compounds, 0.82% hits; AID 1285;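 active = inhibition above a set limit, derived from the sample mean plus 3 SD, cut at about 45% in these data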; note: values of inactives mirror those of a sister screen read the other way
STAT3 activator: activators of IL-6 induced STAT3 signaling; 190,000 compounds, 0.91% hits; U3A cells, IL-6 STAT3-luciferase reporter, luminescence; 100% = signal with IL-6 EC80 alone; AID 871; activation (% of control), % at 5.6 µM;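 active = activation above the screen-wide mean of compound activation plus 3 SD, cut at about 130% in these data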;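 note: 0% = background luminescence of wells with medium and substrate only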
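system = STAT3-luciferase reporter U3A cells | reagent = IL-6 stimulus at 33 ng/mL final | timing = 1 h compound pre-exposure, 6 h IL-6 stimulation, 37 °C | measured by = luminescence | evaluation = % activation versus median of IL-6-stimulated wells | control set = IL-6-only wells as 100% reference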
FLuc stim CS: affects firefly luciferase, flagging false hits in luciferase stimulation screens; P08659; ATPlite luciferase biochemical, luminescence, 10 min; 0 = ATP-free wells, 1 = DMSO control; activation factor at 10 µM; 200,000 tested, under 10 active; AID 1027;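 active = luciferase activation factor, scaled between plate controls, of at least 2 with compound at 10 µM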
Target sequence (P08659 whole entry, looked up): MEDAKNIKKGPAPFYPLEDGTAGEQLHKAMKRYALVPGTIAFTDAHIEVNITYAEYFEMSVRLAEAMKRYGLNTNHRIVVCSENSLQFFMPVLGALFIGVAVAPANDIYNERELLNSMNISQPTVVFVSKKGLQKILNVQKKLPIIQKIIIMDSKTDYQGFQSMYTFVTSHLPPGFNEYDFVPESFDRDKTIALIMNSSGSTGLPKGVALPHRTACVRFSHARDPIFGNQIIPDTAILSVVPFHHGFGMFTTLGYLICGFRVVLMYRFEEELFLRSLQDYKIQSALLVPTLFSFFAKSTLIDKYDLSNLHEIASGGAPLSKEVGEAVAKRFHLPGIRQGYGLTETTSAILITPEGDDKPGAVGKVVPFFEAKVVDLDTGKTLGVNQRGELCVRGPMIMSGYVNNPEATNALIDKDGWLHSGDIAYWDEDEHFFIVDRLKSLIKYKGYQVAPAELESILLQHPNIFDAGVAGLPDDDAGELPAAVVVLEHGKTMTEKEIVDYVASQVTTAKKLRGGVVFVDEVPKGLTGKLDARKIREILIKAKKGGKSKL
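Material: luciferase plus luciferin reagent, cell-free. Medium: PBS buffer for ATP. Also added: ATP substrate, dispensed from a 10.24 µM working solution in PBS. Doses: test compounds dosed from 2 mM stocks in 100% DMSO. Incubation: 10 min post-reagent at room temperature. Technique: light output (luminescence). Read-out basis: luminescence gain marking luciferase activators.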
STAT3 blocker: reduces IL-6 driven STAT3 reporter signal; AID 862; inhibition, % at 5.5 µM; 190,000 compounds, 0.89% hits; U3A cells, IL-6 STAT3-luciferase reporter, luminescence; host cell line lacks STAT1;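 active = inhibition above the mean inhibition across all screened compounds plus 3 SD, cut at about 44% in these data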;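 note: 0% = DMSO only wells and 100% = 100 µM nifuroxazide control wells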
NF-kB neuron act: raises NF-kB expression in human neuronal cells; NF-kB reporter expression; active compounds read high; fold change at 12.5 µM; 190,000 compounds, 1.6% hits; AID 1239; in the data active = fold change above about 3.3
FLuc inh counter: Photinus pyralis luciferase inhibition counter-screen | P08659 | ATPLite firefly luciferase biochemical luminescence, 10 min | inhibition, % at 10 µM | 200,000 compounds, 1.5% hits;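 active = inhibition above about 50% when tested at 10 µM, limit read from the data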
STAT1 act: STAT1 signaling activation. NIH 3T3 STAT1-luciferase reporter, IFN-gamma, luminescence; 100% = IFN-gamma alone, no compound. 200,000 compounds, 2.6% hits. activation (% of control), % at 5.5 µM;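 active = activation above the screen-wide mean activation plus 3 SD, cut at about 130% in these data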;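 note: raw ratio to IFN-gamma control signal so 100% means no change and 0% no light; values of inactives mirror those of a sister screen read the other way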
Active calls of the source: *; . = not tested or not shown; & = joins results of further samples.

SMILES	ROMK primary	STAT1 inh	APP 5'UTR act	APP 5UTR inh	STAT3 activator	FLuc stim CS	STAT3 blocker	NF-kB neuron act	FLuc inh counter	STAT1 act
COCCN1CCC(CNCc2cn(-c3cc(C)ccc3C)nc2-c2ccccc2)C1 (configuration not stated)	-1.8	9	-17	17	98	1.1	5	1.2	-5	90
CCn1c(SCC(=O)Nc2nccs2)nnc1-c1cc2cccc(OC)c2o1	0.8	0	11	-11	93	1	11	1.2	-4	100
CC(C)c1nc(-c2c(N)n(C)c(=O)n(C)c2=O)sc1C(=O)C(C)(C)C	-0.49	-13	-10	10	111	1	-9	1	-4	113
CCOC(=O)N/N=C/c1cn(CCCOc2ccccc2)c2ccccc12	.	-4	-2	2	102	1	0	0.89	3	104
COC(=O)C1=C(N)Oc2cc(C)n(Cc3cccnc3)c(=O)c2C1c1ccc(OC)c(OC)c1OC (configuration not stated)	.	2	-5	5	95	1.1	10	1.1	-7	98
COc1ccc(C(C#N)Nc2ccc(C)cc2)cc1 (configuration not stated)	-0.4	-1	-10	10	95	1	6	1.2	-4	101
O=C(OC(C(=O)NCC1CCCO1)c1ccccc1F)c1ccco1 (configuration not stated)	.	5	1	-1	110	1	-6	0.88	-5	95
COc1cccc(/C=N/NC(=O)Cn2nc(C)c([N+](=O)[O-])c2C)c1O	.	-3	-2	2	79	1.1	24	1.7	-8	103
Cc1ccc(S(=O)(=O)N(C)c2ccc3ccccc3c2)cc1	0.029	4	-20	20	105	0.9	-5	1	6	94
O=C(NCc1ccc(N2CCCC2=O)cc1)c1ccc(F)cc1	-1.5	-11	7	-7	110	1	-6	1	-4	107
Cc1ccc(NC(=O)CCn2cnc3ccccc3c2=O)cc1Cl	-0.44	-34	-2	2	93	1.1	14	1.2	-5	131*
Cc1ccc(NC(=O)CCC(C(=O)O)N2C(=O)c3ccccc3C2=O)cc1 (configuration not stated)	.	5	-2	2	91	1.1	12	1.2	-7	96

Compound profiles, from the list above. Screens in order: ROMK primary | STAT1 inh | APP 5'UTR act | APP 5UTR inh | STAT3 activator | FLuc stim CS | STAT3 blocker | NF-kB neuron act | FLuc inh counter | STAT1 act
Profile of `Cc1ccc(S(=O)(=O)N(C)c2ccc3ccccc3c2)cc1` = 0.029 | 4 | -20 | 20 | 105 | 0.9 | -5 | 1 | 6 | 94
Profile of `O=C(NCc1ccc(N2CCCC2=O)cc1)c1ccc(F)cc1` = -1.5 | -11 | 7 | -7 | 110 | 1 | -6 | 1 | -4 | 107

(listing goes on)
SMILES	ROMK primary	STAT1 inh	APP 5'UTR act	APP 5UTR inh	STAT3 activator	FLuc stim CS	STAT3 blocker	NF-kB neuron act	FLuc inh counter	STAT1 act
Cc1ccc(C(=O)/C=C/c2c[nH]c3ccccc23)cc1	.	-20	62	-62	99	0.9	12	3.5*	13	118
COc1cc(CCC(=O)Nc2cc(C)cc(C)c2)cc(OC)c1OC	0.15	-4	21	-21	104	0.9	3	1.1	5	103
O=C(NCC1CCCO1)C1CCCN(c2ncccn2)C1 (configuration not stated)	.	-2	7	-7	105	1	1	1	-5	103
O=C(Cn1cnc2c(oc3ccccc32)c1=O)NCCc1ccccc1	-0.06	-3	-7	7	104	.	-1	.	.	103
N#Cc1c(N)[nH]c(=S)c(C#N)c1-c1ccccc1	.	6	3	-3	102	1	8	0.71	0	95
Cc1c(Cl)cccc1NC(=S)N1CCC(C(N)=O)(N2CCCCC2)CC1	-0.011	3	-12	12	101	1.1	2	1.2	-8	97
Nc1nc(OCC(F)(F)F)cc(Oc2ccccc2F)n1	-2.5	-7	1	-1	119	1.1	-18	1.6	-5	106
O=C(NC(=S)N1CCN(c2ccc([N+](=O)[O-])cc2)CC1)c1ccc(F)cc1	0.34	-1	10	-10	89	1	15	1.2	-3	101
Clc1ccc(CSc2nncn2-c2ccccn2)cc1	0.11	1	0	0	89	1.1	14	1.1	-5	99
N/C(=N\OC(=O)CC1CCCCC1)c1ccccn1	.	-31	53	-53	115	0.2	-14	4.8*	81*	128
Cc1cccc(N2CC(C(=O)Nc3nnc(SCC(=O)Nc4nccs4)s3)CC2=O)c1 (configuration not stated)	.	-1	-5	5	109	1.1	-8	1.3	-9	100
CCOc1ccc(-c2nnn(CC(=O)Nc3cc(OC)cc(OC)c3)n2)cc1OCC	.	0	8	-8	104	1	-2	1	-4	100
CCC(=O)Nc1cccc(NC(=O)c2ccc(C)cc2Cl)c1	0.81	-3	32	-32	93	0.8	12	1.3	25	101
O=C(NNC1=C(C(=O)C(F)(F)F)CCC1)c1ccc(Br)cc1	2	-3	2	-2	89	1	20	0.88	-4	103
CCOc1ccc(C2SCC(=O)N2c2c(C)n(C)n(-c3ccccc3)c2=O)cc1 (configuration not stated)	0.087	1	-5	5	107	1.1	0	0.92	-8	99
CC1CC(C)(C)Nc2ccc(OC(=O)c3ccco3)cc21 (configuration not stated)	.	20	-30	30	53	0.4	62*	2.2	60*	82
Cc1ccc([N+](=O)[O-])cc1-c1ccc(/C=N/NC(=O)c2cc3c(ccc4ccccc43)o2)o1	.	-3	0	0	95	1	13	0.73	-2	103
CCOc1ccc(NC(=O)c2ccc3snnc3c2)cc1	-0.035	-27	4	-4	87	1	19	1.4	3	119
COc1ccc(OC)c(-c2nc(C)sc2CC(=O)O)c1	0.28	-6	13	-13	99	1	3	1.1	1	107
Cc1cccc(NC(=S)NNC(=O)c2csc3c2CCC(C)C3)c1 (configuration not stated)	-0.29	-9	62	-62	92	0.9	10	0.94	12	108
O=C(NCc1ccc2c(c1)OCO2)C1CCCN(S(=O)(=O)c2cccs2)C1 (configuration not stated)	.	6	-25	25	97	1	3	1	-1	92
CCOC(=O)c1c(C)n(C)c2ccc(O)c(CN(CC)CC)c12	0.73	6	1	-1	102	1	5	1	0	94
Cc1ccc(S(=O)(=O)N2CCC(C(=O)N[C@H](C(=O)N3CCN(C)CC3)C(C)C)CC2)cc1	.	5	0	0	103	1	0	0.91	-4	96
CCOC(=O)c1sc(NC(=O)Cc2ccc(C)cc2)nc1C	0.07	3	1	-1	93	1.1	15	1	-11	96
CCOC(=O)c1ccccc1NC(=O)c1cc(S(=O)(=O)N2CCOCC2)ccc1F	.	7	-4	4	103	1	1	0.49	-2	93
CCOC(=O)c1cnc2cc(C)nn2c1C	0.93	4	.	.	91	1	11	1	-1	86
O=S(=O)(NCCC(c1ccc(F)cc1)c1ccco1)c1ccccc1 (configuration not stated)	0.22	-3	-3	3	101	1	1	0.97	-2	102
O=C(CN1CCN(S(=O)(=O)c2ccc(Br)cc2)CC1)N/N=C/c1cccnc1	.	0	3	-3	105	1.1	-3	1	-9	100
CN(C)C=NC(=O)c1cc(C(=O)c2ccc(Cl)cc2)c[nH]1	0.44	-13	2	-2	98	1	7	1.1	0	109
COc1cc2c(cc1NC(=O)/C=C/c1cc(OC)c(OC)c(OC)c1)oc1ccccc12	.	-8	11	-11	103	1	2	0.38	-4	107
c1ccc2[nH]c(-c3ccnc4ccccc34)nc2c1	0.13	-12&-8	33&7	-33&-7	112&113	1&1	-10&-16	1.4&1.3	-4&0	112&109
CCOc1ccc2nc(Nc3nc(CSc4nnnn4-c4ccccc4)cc(=O)[nH]3)nc(C)c2c1	0.023	0	.	.	107	1.1	-8	1.7	-12	97
Cc1ocnc1C(=O)Nc1ccc(Cl)cc1	1.4	-33	28	-28	97	0.9	6	1.8	6	131*
O=C(CSc1ccc2c(c1)OCCO2)NCC1CCCO1 (configuration not stated)	.	-2	27	-28	98	1	7	1.1	-2	102
C#CCn1c(=NC(=O)c2ccc(S(=O)(=O)N3CCc4ccccc4C3)cc2)sc2cc(S(N)(=O)=O)ccc21	0.59	-1	5	-5	144*	1	-57	1.1	-4	100
O=C(CSc1nnc(COc2ccccc2)n1Cc1ccco1)c1ccc(F)cc1	.	-1	3	-3	112	1	-11	1.4	-3	101
O=C(CN1CCCC1)N/N=C/c1ccc(-c2cccc(Cl)c2)o1	.	2	-5	5	99	0.9	6	1.5	6	99
O=C(NCc1ccc2c(c1)OCO2)c1cccc(S(=O)(=O)N2CCCCC2)c1	-0.017	0	-2	2	97	1	7	0.88	-1	96
O=C(Cn1ccc2ccccc2c1=O)Nc1ccc2c(c1)OCO2	.	-3	9	-10	98	1	8	1.1	-2	103
O=C(CO/N=C/c1ccccc1O)NNC(=O)c1ccccc1Cl	0	-6	9	-9	99	1.1	4	1.2	-8	102
Cc1ccccc1C(=O)NC1CCN(Cc2nnnn2Cc2ccc(F)cc2)CC1	.	5	7	-7	102	1	0	1.3	2	95
Cc1cc2nnc(SCC(=O)N3CCCCC3)n2c(N)n1	1.3*	-7	-1	1	102	1	1	0.93	-4	104
CCCCN(CCCC)S(=O)(=O)c1ccc(NC(=O)c2ccc([N+](=O)[O-])cc2Cl)cc1	-0.085	9	8	-8	98	1.1	-1	1.6	-9	92
CCOC(CNC(=O)Cc1c(C)nc2c(-c3ccccc3)c(C)nn2c1C)OCC	0.77	-3	2	-2	100	1	11	0.86	-2	102
COc1ccc(Br)cc1C(=O)Nc1ccccc1-c1ccccc1	.	4	2	-2	138*	1	-48	0.85	-3	96
O=C(CN1CCCCCC1)NCCc1ccc(F)cc1	0.12	1	1	-1	99	1	3	1.1	-4	99
COc1ccc(/C=C(\C#N)C(=O)Nc2cc(S(=O)(=O)N3CCOCC3)ccc2N2CCCC2)cc1	-1.7	-8	-9	9	87	1.1	16	1.1	-7	107
Cc1cc(C)c[n+](-c2[nH]c(=O)sc2/C=N/N=C(\N)[S-])c1	0.17	-4	-5	5	102	1	-2	1.1	1	101
Cn1c(CCNC(=O)c2ccc(F)cc2)nc2ccccc21	.	-2	2	-2	87	1	22	1.1	3	102
COCCn1c(SCC(=O)NCCc2ccc(OC)c(OC)c2)nc2c([nH]c3ccccc32)c1=O	.	11	-5	5	135*	0.9	-38	1.4	6	89
CC(C)(C)OC(=O)N1CCC[C@H]1C(=O)NCc1ccc(Cl)cc1Cl	-0.037	0	14	-14	104	1.1	-2	1.1	-8	100
CC12CCC(C/C1=N/NC(=O)COc1ccccc1Cl)C2(C)C (configuration not stated)	.	-4	1	-2	103	1	-2	1.3	3	103
C=CCn1c(SCc2ccccc2C#N)nnc1-c1ccccc1O	-0.082	-2	-1	1	100	1.1	5	0.74	-8	102
COc1ccccc1N(CC(=O)N1CCc2ccccc2C1)S(C)(=O)=O	0.074	2	0	0	96	1	8	1.2	-2	96
COc1ccc(CCN2C(=O)CN(Cc3ccccc3)CC2=O)cc1OC	1.1	-4	-11	11	108	1	0	1.8	-4	104
COC(=O)COc1ccc(-c2ccc(F)cc2)cc1C=O	4.7*	3	-14	14	104	0.9	2	1.3	9	96

Reformatted: entries from further up.
| molecule | ROMK primary | STAT1 inh | APP 5'UTR act | APP 5UTR inh | STAT3 activator | FLuc stim CS | STAT3 blocker | NF-kB neuron act | FLuc inh counter | STAT1 act |
| --- | --- | --- | --- | --- | --- | --- | --- | --- | --- | --- |
| COc1ccccc1N(CC(=O)N1CCc2ccccc2C1)S(C)(=O)=O | 0.074 | 2 | 0 | 0 | 96 | 1 | 8 | 1.2 | -2 | 96 |
| COc1ccc(CCN2C(=O)CN(Cc3ccccc3)CC2=O)cc1OC | 1.1 | -4 | -11 | 11 | 108 | 1 | 0 | 1.8 | -4 | 104 |
